Assay outcomes (PubChem BioAssay)
uPA surface inh: qHTS for Inhibitors of Cell Surface uPA Generation; cell surface uPA generation assay, qHTS; Potency, µM (highest dose often 38.3 µM), for inactives: at the highest dose activity change, negative = inhibition, usual class: inhibitors; 0.31% of 330,000 active; AID 540303, 2011; active = well fitted inhibition curve with a large enough effect; inconclusive = small, poorly fitted or top-dose-only effect; inactive = no such curve, though single readings can be large or run the other way; tested in mouse RAW 264.7 cells; note: potency is the fitted concentration of half-maximal effect; % is set by controls: 0 for no effect and ±100 for the full control effect; nearly all actives have a fitted effect of over 55% in size
B2AR arrestin: qHTS assay of beta-arrestin-biased ligands of beta2-adrenergic receptor. Beta-2 adrenergic receptor (Homo sapiens), P07550. beta-arrestin recruitment to beta2AR, cell-based reporter. Potency, µM (top dose mostly 46.1 µM), for inactives: top-dose activation, actives largely listed as activators. 0.02% of 330,000 active. AID 492947, 2010;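 note: potency is the fitted concentration of half-maximal effect; 0% = DMSO controls and full agonism = EC100 isoproterenol or metaproterenol; nearly all actives have a fitted effect of over 65% in size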
TSHR antagonist: Antagonists of the Thyroid Stimulating Hormone Receptor: HTS campaign; 0.2% of 330,000 active; TSHR-expressing cells, TSH-stimulated cAMP HTRF, 2 h; stronger effect = lower value; Thyrotropin receptor (Homo sapiens), P16473; activity change, negative = inhibition, % at 11.5 µM;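 active = activity change below a set negative limit, meaning inhibition stronger than a set level, cut at about -70% in these data; inconclusive = activity change between two set negative limits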; note: % is set by controls: 0 for no effect and ±100 for the full control effect
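Inhibition of cAMP made by TSHR-expressing cells under TSH stimulation (4nM final, EC80; 2 h, 37 deg C) is quantified with a one-step lysis HTRF kit, anti-cAMP cryptate versus cAMP-d2.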
ELG1 repair inh: qHTS screen for small molecules that inhibit ELG1-dependent DNA repair in human embryonic kidney (HEK293T) cells expressing luciferase-tagged ELG1; 2.3% of 330,000 active; HEK293T ELG1-luciferase reporter, luminescence, 16 h; DNA damage induced by 5-fluorouridine; Potency, µM (doses to about 46.1 µM), inactives show top-dose activity change, negative = inhibition, actives largely listed as inhibitors; note: potency is the fitted concentration of half-maximal effect; % is set by controls: 0 for no effect and ±100 for the full control effect; nearly all actives have a fitted effect of over 55% in size
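Luminescence from the luciferase reporter, measured 30 min after ONE-Glo reagent at room temperature, was the read-out. Beforehand, 2,000 cells per well were exposed for 16 hr at 37 °C to 5-fluorouridine together with compound or vehicle.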
USP2a inh: qHTS Assay for Inhibitors of Ubiquitin-specific Protease USP2a Using CHOP2 as the Reporter; Ubiquitin carboxyl-terminal hydrolase 2 (Homo sapiens), O75604; USP2 core, Ub-CHOP2 coupled fluorogenic reporter, 485/531; Potency, µM (titrated, usually from 38.3 µM), inactives show at the highest dose activity change, negative = inhibition, actives largely listed as inhibitors; 0.01% of 330,000 active;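 note: potency is the fitted concentration of half-maximal effect; plate controls were DMSO wells for no effect and full inhibition by NEM control for full effect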
Target sequence (O75604 whole entry, looked up): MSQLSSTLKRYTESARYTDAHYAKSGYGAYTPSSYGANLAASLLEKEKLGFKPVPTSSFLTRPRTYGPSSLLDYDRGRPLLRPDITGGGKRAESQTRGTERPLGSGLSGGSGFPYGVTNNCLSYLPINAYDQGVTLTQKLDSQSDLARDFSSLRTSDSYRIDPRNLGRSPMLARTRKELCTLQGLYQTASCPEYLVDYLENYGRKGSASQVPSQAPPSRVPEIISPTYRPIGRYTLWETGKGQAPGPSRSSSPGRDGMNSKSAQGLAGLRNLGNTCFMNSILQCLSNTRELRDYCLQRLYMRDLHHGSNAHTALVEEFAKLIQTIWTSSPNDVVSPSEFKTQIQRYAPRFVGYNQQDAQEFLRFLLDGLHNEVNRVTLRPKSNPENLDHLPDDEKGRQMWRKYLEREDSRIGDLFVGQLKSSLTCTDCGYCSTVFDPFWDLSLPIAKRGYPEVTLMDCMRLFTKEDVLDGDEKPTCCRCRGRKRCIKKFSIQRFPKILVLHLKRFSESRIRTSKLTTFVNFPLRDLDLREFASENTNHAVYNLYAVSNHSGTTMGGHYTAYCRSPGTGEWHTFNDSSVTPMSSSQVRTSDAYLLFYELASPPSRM
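Deubiquitinase activity read as fluorescence (485/531 nm) after Ub-CHOP2 cleavage activates the enterokinase reporter on its substrate; USP2 core 10nM, Ub-CHOP2 and substrate 25nM each, 30min compound preincubation then 60min RT; data normalized to NEM, curves fitted.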
TSG101-PTAP inh: qHTS Assay for Iinhibitors of HIV-1 Budding by Blocking the Interaction of PTAP/TSG101; Tumor susceptibility gene 101 protein (Homo sapiens), Q99816; Fluorescence polarization, FITC-PTAP peptide / Tsg101 binding; Potency, µM (titrated, usually from 115 µM), inactives show at the highest dose activity change, negative = inhibition, most hits filed as inhibitors; 340,000 tested, under 10 active; AID 493005, 2010; active = well fitted inhibition curve with a large enough effect in the main read-out, with a control signal flat, not every such curve was filed as active; inconclusive = small, poorly fitted or top-dose-only effect, or effect the other way, or a change in a side signal; inactive = no such curve, though single readings can be large or run the other way; note: potency is the fitted concentration of half-maximal effect; % of control where 0% means no effect
Target sequence (Q99816 whole entry, looked up): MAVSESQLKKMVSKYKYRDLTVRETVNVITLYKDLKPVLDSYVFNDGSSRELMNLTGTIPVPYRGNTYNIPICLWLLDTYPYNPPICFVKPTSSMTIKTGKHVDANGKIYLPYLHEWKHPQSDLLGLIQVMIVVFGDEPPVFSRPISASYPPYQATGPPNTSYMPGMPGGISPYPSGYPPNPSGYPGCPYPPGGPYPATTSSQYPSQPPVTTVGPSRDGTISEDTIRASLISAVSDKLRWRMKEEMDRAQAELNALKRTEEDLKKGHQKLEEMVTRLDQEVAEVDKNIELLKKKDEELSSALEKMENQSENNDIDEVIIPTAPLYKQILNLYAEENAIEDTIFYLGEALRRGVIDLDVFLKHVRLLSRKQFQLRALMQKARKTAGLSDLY
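Steps: Tsg101 binding domain dispensed (10 uM final), compounds pinned in DMSO, FITC-labeled PTAP-motif peptide added (50 nM final); after 20 min binding at room temperature, polarization measured.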
Eya2 phos inh: qHTS Assay for Inhibitors of the Phosphatase Activity of Eya2; Protein phosphatase EYA2 (Homo sapiens), O00167; recombinant Eya2, OMFP fluorescence dephosphorylation (OMFP is methylfluorescein phosphate); Potency, µM (highest dose often 76.9 µM), for the others: at the top dose activity, negative = inhibition, usual class: inhibitors; 0.006% of 330,000 active; AID 488837, 2010; note: potency is the fitted concentration of half-maximal effect; % is set by controls: 0 for no effect and ±100 for the full control effect
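Eya2 protein (added as 0.2 uM solution) was preincubated with compound for 10 min at ambient temperature in 50 mM HEPES pH 7.5, 50 mM NaCl, 5 uM MgCl2, 0.05% BSA, 1 mM DTT. OMFP (added at 50 uM) then reacted 10 min; fluorescence read at 485/525 nm.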
BCR signal inh: qHTS Assay to Find Inhibitors of Chronic Active B-Cell Receptor Signaling; ABC-DLBCL IkBa-CBG/CBR reporter, luminescence ratio, 4 h; Potency, µM (titrated, usually from 46.1 µM), without a hit: top-dose ratio change, negative = lower green/red ratio, usual class: inhibitors; 0.05% of 340,000 active; AID 493014, 2011; active = well fitted inhibition curve with a large enough effect in the signal ratio, with a control signal flat, not every such curve was filed as active; inconclusive = small, poorly fitted or top-dose-only effect, or effect the other way, or a change in a side signal; the % refers to the signal ratio;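 note: potency is the fitted concentration of half-maximal effect; plate controls were basal doxycycline-induced cells for no effect and cells given 10 µM MG132 for full effect; MG132 reads +100%, hits lower the ratio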
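Doxycycline induced both beetle luciferases in TMD8 lymphoma cells; IKK-driven degradation limits the IkappaBalpha-fused green signal, while red luminescence normalises for cell number and nonspecific effects. Compounds tested up to 46 uM, 4 hrs.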
TCR activator: Activators of T cell receptors: qHTS campaign | primary human leukocytes, anti-CD3, IL-2 HTRF, 48 h | Potency, µM (series often up to 9.22 µM), for the others: at the highest dose activation of IL-2 secretion, usual class: activators | 330,000 tested, under 10 active | AID 504894, 2011; note: % of control where 0% means no effect
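Readout: HTRF IL-2, Eu-cryptate/d2 antibody pair, 320nm excitation, 665nm emission. Stimulus: a-CD3 beads, no co-stimulation. Cells: primary human leukocytes. Exposure: 48 hr with compound.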
Tb PFK block: qHTS Assay to Find Inhibitors of T. brucei phosphofructokinase | Potency, µM (titrated, usually from 57.5 µM), without a hit: top-dose activity, negative = inhibition, actives largely listed as inhibitors | AID 485367, 2010 | T. brucei PFK, ADP-Glo luminescence | 0.17% of 330,000 active | ATP-dependent 6-phosphofructokinase (Trypanosoma brucei brucei), O15648;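 note: potency is the fitted concentration of half-maximal effect; 0% = uninhibited 1x PFK enzyme wells and -100% = no-enzyme wells; nearly all actives have a fitted effect of over 60% in size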
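Compounds were pin-transferred as a titration series up to 57 uM into substrate buffer (0.5 mM F6P, 0.1 mM ATP, pH 8.0), then 1.25 nM PFK was added and reactions ran 45 min before ADP-Glo detection.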
Mito fusion act: qHTS Assay for Small Molecule Inhibitors of Mitochondrial Division or Activators of Mitochondrial Fusion | S. cerevisiae fusion-defective mutant growth rescue, CellTiterGlo 48 h | Potency, µM (highest dose often 46.1 µM), for the others: at the top dose growth rescue (activation), usual class: activators | 0.23% of 320,000 active;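 note: potency is the fitted concentration of half-maximal effect; % of control where 0% means no effect; nearly all actives have a fitted effect of over 45% in size; temperature-sensitive fusion mutants such as fzo1-1 at 37 °C on non-fermentable ethanol glycerol medium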
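Read-out: ATP-based luminescence (CellTiterGlo, 10 min ambient) reporting growth of fusion-defective ts yeast after 48 hours at 37C on glycerol/ethanol YPEG medium in the presence of compound.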
Starred values were filed as active, the others as inactive; ? = inconclusive; . = no result given; [ ] = another dose, or the depositor's remark. Unless noted, calls come from the whole dose curve; as a rule, active = well fitted curve in the direction sought with a large enough effect; inconclusive = small, poorly fitted or top-dose-only effect, or another doubt; inactive = no such curve, though single readings can be large; an effect the other way counts as inactive or inconclusive.

SMILES	uPA surface inh	B2AR arrestin	TSHR antagonist	ELG1 repair inh	USP2a inh	TSG101-PTAP inh	Eya2 phos inh	BCR signal inh	TCR activator	Tb PFK block	Mito fusion act
COc1ccc([C@@H]2[C@@H]3C(=O)N(C(C)(C)C)C(=O)[C@@H]3[C@]3(Cc4ccc(Cl)cc4)C(=O)N(c4cccc(Br)c4)C(=O)N23)cc1	14%	-0.2%	6	11%	-2%	-4%	1%	5%	-5%	-1%	4%
CC(=O)NC(c1ccc(Cl)cc1)c1c(O)ccc2ccc(O)cc12 (configuration not stated)	-3%	0.5%	-9	-5%	-2%	-1%	6%	-8%	2%	2%	-2%
CCOC(=O)/C(C(N)=NCc1ccco1)=C(/O)c1ccccc1	-11%	-0.1%	-14	?	0%	-7%	-6%	5%	.	0%	4%
Cc1c(NC(=O)CN2C(=O)NC(C)(c3ccc(OC(F)F)cc3)C2=O)c(=O)n(-c2ccccc2)n1C (configuration not stated)	2%	0.0%	12	3%	2%	-1%	-13%	1%	2%	5%	-6%
O=C(Cc1c(F)cccc1Cl)N/N=C/c1cccs1	3%	0.0%	10	16%	-1%	3%	-3%	-4%	2%	1%	-2%
COc1ccc(NC(=O)CSc2nnnn2-c2ccc(F)cc2)cc1	6%	-0.8%	-1	-5%	2%	-3%	8%	1%	-1%	2%	3%
O=C(CSc1nnnn1-c1cccnc1)Nc1ccccc1F	18%	0.3%	-4	15%	0%	-5%	-4%	?	2%	-2%	0%
COc1cccc(NC(=O)CSCc2cc(=O)n3nc(C4CC4)sc3n2)c1	7%	0.0%	6	10%	8%	-2%	-6%	-12%	2%	-1%	4%
c1ccc(-c2ccccc2-n2cnnn2)cc1	.	0.4%	-1	18%	-2%	-2%	-5%	?	-6%	4%	0%
CCOC(=O)C1=C(C)NC(=O)NC1c1ccc2c(c1)OCCO2 (configuration not stated)	-3%	-0.1%	1	24%	5%	-20%	-2%	0%	-8%	3%	4%
CC(=O)Nc1ccc(SCC(=O)NC(=O)c2ccccc2Br)cc1	-9%	0.4%	-13	1%	-1%	-4%	-4%	0%	-5%	-6%	-1%
CC(=O)Nc1cccc(NC(=O)c2oc3ccccc3c2C)c1	.	0.1%	5	?	-1%	.	2%	?	.	5%	3%
C[C@H](CO)N1C[C@H](C)[C@@H](CN(C)C(=O)Nc2ccc(C(F)(F)F)cc2)Oc2ccc(NS(=O)(=O)c3cccs3)cc2C1=O	3%	0.0%	7	13%	1%	-6%	11%	-3%	3%	10%	.
CC1(CC(=O)N/N=C/c2cc3c(cc2Br)OCO3)OCCO1	5%	-0.1%	6	10%	5%	1%	-5%	?	1%	-2%	-5%
COc1cc(OC)cc(C(=O)NCC(=O)OCC(=O)N2CCc3ccccc32)c1	3%	0.1%	-5	-1%	1%	5%	-14%	-7%	-3%	3%	3%
CCOC(=O)C1(CC/C(C)=N\NC(N)=O)CC(C)OC1=O (configuration not stated)	1%	-0.5%	4	0%	2%	-1%	2%	0%	11%[46.1 µM]	3%	-4%
CCCC(=O)Nc1nnc(SCC)s1	-4%	-1.4%	37	?	-2%	4%	5%	?	-4%[46.1 µM]	1%	3%
CCOc1ccc(CCNc2cc(C)nc3ncnn23)cc1OCC	-1%	-1.3%	24	2%	1%	-5%	-2%	0%	12%	-4%	-2%
CCOc1cc([N+](=O)[O-])cc(/C=N/NC(=O)c2c(-c3ccccc3)noc2C)c1O	-1%	0.4%	-18	?	-3%	0%	-9%	-1%	1%	1%	1%
O=C(CNC(=O)c1ccccc1)NCc1ccc(Cl)cc1	0%	-0.3%	5	10%	2%	-2%	5%	15%	7%	-12%	1%
CC(C)NCc1nnc(-c2ccc(Cl)cc2)o1	18%	0.0%	-5	?	1%	0%	0%	-19%	-6%	-6%	-2%
O=C(c1cccc(Oc2ccccc2)c1)N1CCN(c2ccccn2)CC1	0%	-0.9%	-7	1%	-3%	-2%	-1%	-1%	-1%	6%	7%
CCOc1ccc(NC(=O)CC(NCc2ccccn2)C(=O)O)cc1 (configuration not stated)	1%	-0.2%	15	5%	2%	-6%	2%	5%	0%	11%	-1%
O=C(COc1ccccc1)Nc1cc(NC(=O)COc2ccccc2)cc(C(=O)O)c1	4%	-1.0%	1	-1%	2%	-2%	9%	1%	5%	0%	-1%
COc1ccc(S(=O)(=O)N2CCc3ccccc32)cc1C(=O)Nc1cccnc1	-2%	0.0%	-5	-7%	1%	-4%	-3%	-2%	5%	2%	2%
Cn1c(=O)c(C(=O)CN2CCN(S(=O)(=O)c3ccccc3)CC2)c(N)n(Cc2ccccc2)c1=O	-4%	-1.0%	-3	?	2%	4%	-6%	-1%	-1%	-3%	-4%
CCOC(=O)N1CCN(CC(O)COCCC23CC4CC(CC(C4)C2)C3)CC1 (configuration not stated)	6%	-0.1%	-11	-14%	4%	-6%	-15%	-5%	4%	7%	-6%
CC(C)C[C@@H](N)c1nnc(SCC(=O)c2ccc(Cl)cc2)o1	.	0.2%	-4	-1%	3%	-7%	12%	4%	0%	2%	1%
Cc1cc(C(=O)COc2ccc3ccc(=O)oc3c2)c(C)n1Cc1cccs1	-4%	0.2%	27	?	-8%	1%	-3%	5%	4%[46.1 µM]	0%	0%
CCN(CC)C(=O)Oc1ccc2c(=O)c(-c3ccc(OC)cc3)c(C)oc2c1	11%	-0.6%	1	?	-2%	.	-11%	-9%	.	0%	5%
CC1CCN(c2nnc(-c3ccccc3)c3ccccc23)CC1	-5%	0.0%	-15	2%	3%	2%	4%	?	-1%	0%	-4%
COc1ccc(NC2CCCN(C(=O)CCN3CCOCC3)C2)cc1 (configuration not stated)	-31%	-0.2%	2	9%	-2%	-6%	0%	-7%	3%	6%	-2%
CCOC(=O)Cc1csc(/N=C/c2c(O)n(-c3ccccc3C(F)(F)F)c(=O)c3ccccc23)n1	-26%	-0.6%	-7	13µM*	3%	-5%	4%	8%	-2%[46.1 µM]	0%	-12%
CC(C)c1cccc(C(C)C)c1NC(=O)Cn1c(=O)cnc2ccccc21	-7%	-1.4%	0	0%	0%	-4%	-2%	-1%	-1%[46.1 µM]	0%	21%
NC(=O)c1nnn(-c2ccccc2)c1N	-2%	-0.4%	-2	1%	3%	-1%	4%	-6%	6%	-1%	-8%
Oc1ccc(N=Cc2cc(Br)c(N3CCOCC3)o2)cc1	-9%	-0.8%	-17	-11%	1%	7%	-1%	-2%	-6%[46.1 µM]	2%	0%
Cc1ccc(N2C(=O)c3ccccc3C2=O)cc1Cl	13%	1.1%	-4	?	-13%	0%	-2%	0%	-5%	1%	3%
COCCNc1c2c(c(C#N)c3nc4ccccc4n13)CCCC2	-3%	-0.6%	-10	?	-1%	-2%	-7%	?	.	1%	?
CSc1ccccc1NC(=O)COc1ccc(S(=O)(=O)N2CCCC2)cc1	-4%	-1.0%	-8	7%	-5%	-2%	-17%	17%	0%	-1%	3%
CC1=C(C#N)S(=O)(=O)C(C#N)C(c2ccccc2)C1 (configuration not stated)	-3%	-1.0%	-2	5%	-1%	-1%	4%	?	-5%	0%	1%
Cc1ccc(/C=C2\SC(=S)N(CCCC(=O)Nc3cccnc3)C2=O)cc1	-6%	0.4%	7	?	1%	-1%	6%	?	1%	-2%	8%
CN(C)c1ccc(-c2nnn(CC(=O)N3c4ccccc4CCc4ccccc43)n2)cc1	-1%	-0.1%	-4	3%	-14%	-1%	25%	7%	0%	-1%	4%
COCc1cc(=O)n2[nH]c(-c3ccco3)cc2n1	-2%	-0.3%	-4	-2%	-2%	-2%	4%	?	7%	0%	0%
